BoNT F protease = BoNT/F light chain protease inhibitors, primary screen, biochemical, flow cytometry, MLPCN library. Botulinum neurotoxin type F light chain protease (Clostridium botulinum). Multiplex microsphere protease cleavage assay. inhibition, % at 10 µM. 0.22% of 360,000 active. AID 588497, 2011; in the data active means inhibition above about 35%, passing the limit was not always enough; inconclusive means no clear call, values can overlap the other calls; further: plate controls were buffer without enzyme for full effect and enzyme alone for no effect
BioA inh = M. tuberculosis BioA enzyme inhibitors, primary screen, biochemical, plate reader, single point, HTS. purified M. tuberculosis BioA enzyme. 0.096% of 360,000 active. inhibition, % at 9.99 µM. 7,8-diaminopelargonic acid synthase BioA (Mycobacterium tuberculosis); in the data active means inhibition above about 40%; inconclusive means no clear call, values can overlap the other calls
Mtb UGM inh = M. tuberculosis UGM enzyme inhibitors, primary screen, biochemical, fluorescence polarization, single point; UDP-galactopyranose mutase (Mycobacterium tuberculosis (strain ATCC 25618 / H37Rv)), …; purified UGM, fluorescence polarization probe displacement; inhibition, % at 10 µM; 0.06% of 320,000 active; AID 504406, 2011; in the data active means inhibition above about 10%, passing the limit was not always enough; inconclusive means no clear call, values can overlap the other calls
Target sequence (P9WIQ1 whole entry, looked up): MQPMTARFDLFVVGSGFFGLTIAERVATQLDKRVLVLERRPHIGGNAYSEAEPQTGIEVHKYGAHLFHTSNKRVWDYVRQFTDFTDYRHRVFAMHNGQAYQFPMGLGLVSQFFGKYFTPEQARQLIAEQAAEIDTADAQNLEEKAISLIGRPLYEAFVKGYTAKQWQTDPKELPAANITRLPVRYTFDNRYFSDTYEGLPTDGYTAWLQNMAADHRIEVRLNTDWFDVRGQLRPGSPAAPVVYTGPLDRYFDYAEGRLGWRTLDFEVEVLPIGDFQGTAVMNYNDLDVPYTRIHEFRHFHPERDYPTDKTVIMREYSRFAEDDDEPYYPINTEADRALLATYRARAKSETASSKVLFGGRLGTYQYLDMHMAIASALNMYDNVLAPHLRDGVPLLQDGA
FadD28 binding = inhibitors of FadD28 bisubstrate probe binding, primary screen, biochemical, fluorescence polarization, single point. Mycobacterium tuberculosis FadD28 fatty-acid-AMP ligase. inhibition, % at 12.5 µM. 0.22% of 360,000 active; in the data active means inhibition above about 8.5%, passing the limit was not always enough; inconclusive means no clear call, values can overlap the other calls
Anthrax LF prot = Bacillus anthracis LF protease inhibitors, primary screen, biochemical, multiplex microsphere, MLPCN library | Lethal factor (Bacillus anthracis), P15917 | multiplex microsphere protease cleavage assay | inhibition, % at 10 µM | 0.12% of 360,000 active; further: plate controls were buffer without enzyme for full effect and enzyme alone for no effect
FBA Mtb inh = Mtb FBA enzyme inhibitors, primary screen, biochemical, fluorescence, strain H37Rv; Fructose-bisphosphate aldolase (Mycobacterium tuberculosis (strain ATCC 25618 / H37Rv)), …; purified M. tuberculosis FBA, fluorescence read-out; inhibition, % at 1 µM; 2.3% of 360,000 active; AID 588726, 2011; in the data active means inhibition above about 27%;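 further: 0% = vehicle and 100% = reference inhibitor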
Target sequence (P9WQA3 whole entry, looked up): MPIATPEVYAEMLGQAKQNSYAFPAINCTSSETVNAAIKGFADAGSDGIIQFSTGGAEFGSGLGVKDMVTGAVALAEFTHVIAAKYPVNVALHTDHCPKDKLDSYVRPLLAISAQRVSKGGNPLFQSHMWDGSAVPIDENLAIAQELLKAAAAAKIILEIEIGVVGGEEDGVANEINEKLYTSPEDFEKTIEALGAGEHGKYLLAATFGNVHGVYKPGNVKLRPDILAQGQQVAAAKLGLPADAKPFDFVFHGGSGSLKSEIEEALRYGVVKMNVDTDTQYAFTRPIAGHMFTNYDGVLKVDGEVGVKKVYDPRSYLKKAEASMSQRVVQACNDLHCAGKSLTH
BoNT-A LC inh2 = BoNT/A light chain protease inhibitors, primary screen, biochemical, flow cytometry, MLPCN library; Botulinum neurotoxin type A light chain protease (Clostridium botulinum A str. ATCC 3502); multiplex microsphere protease substrate cleavage; inhibition, % at 10 µM; 0.17% of 360,000 active; AID 588499, 2011; further: plate controls were buffer without enzyme for full effect and enzyme alone for no effect
GDH-TPI inh = GDH-TPI coupling enzyme inhibitors, primary screen, artefact control for M. tuberculosis FBA inhibitor project, biochemical, absorbance, full deck; GDH-TPI coupled enzyme counterscreen, NADH absorbance; inhibition, % at 4.8 µM; 1.2% of 360,000 active; AID 588335, 2011; in the data active means inhibition above about 30%;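 further: 0% = DMSO wells and 100% = wells lacking the enzyme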
PfHsp40 rescue = rescue of yeast from PfHsp40 toxicity, primary screen, S. cerevisiae, ATP luminescence; S. cerevisiae expressing PfHsp40, growth rescue; growth rescue, % at 12.5 µM; 0.68% of 340,000 active; in the data active means growth rescue above about 28%, passing the limit was not always enough; inconclusive means no clear call, values can overlap the other calls;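 further: yeast W303a lacking pdr1 and pdr3 grown in galactose medium; growth measured after three days at 30 °C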
* = called active by the depositor; u = inconclusive; x = no result given; & = joins results of further samples. Unless noted, no stated cut-off is given here; in the data, active means inhibition above about 30%; inconclusive means no clear call, values can overlap the other calls; inactive means below that.

SMILES	BoNT F protease	BioA inh	Mtb UGM inh	FadD28 binding	Anthrax LF prot	FBA Mtb inh	BoNT-A LC inh2	GDH-TPI inh	PfHsp40 rescue
CCN1CCN(C(=O)/C=C/c2ccc(C)o2)CC1	4	x	-1.3	0.2	-1	2	0.0	25	-1.1
O=c1cc(-c2ccc(O)cc2)oc2c(-c3c(O)cc(O)c4c(=O)cc(-c5ccc(O)cc5)oc34)c(O)cc(O)c12	-13	-2.6	x	2.3	-6	1	-0.6	35*	1.5
Cc1c(NC(=O)COC(=O)/C=C/c2ccc(Cl)cc2)c(=O)n(-c2ccccc2)n1C	-1	x	3.5	-1.3	1	-3	-0.8	-3	2.1
CCCC(=O)Nc1ccc(C(=O)NCCCn2ccnc2)cc1	12	-1.1	0.1	-0.7	6	0	1.0	3	-0.6
O=C(N/N=C/c1ccoc1)c1ccc(Br)cc1	2	8.6	1.1	0.4	-2	1	0.8	1	-0.6
Cc1ccc(C(=S)NCS(=O)(=O)c2ccc(C)cc2)cc1	-4	x	-0.2	-0.8	-2	1	-1.7	3	4.7
Cc1nc2ccc(C(=O)N3CCN(Cc4ccccc4)CC3)cc2[nH]1	-7	-0.1	-1.8	-2.1	-9	2	-0.9	1	-1.5
Cc1nc(SCc2nc3ccc(Cl)cc3[nH]2)c2oc3ccccc3c2n1	-4	2.7	1.7	-7.3	1	0	0.3	4	6.2
COc1ccc(OCCN2CCC(C(=O)NC(c3ccc(Cl)cc3)c3cnccn3)CC2)cc1 (stereo unspecified)	-5	-0.6	x	-3.7	1	-3	-0.1	1	x
CCOc1cc(S(=O)(=O)N2CCCCC2)ccc1Cl	0	-1.2	1.6	-3.0	-1	3	-0.1	1	12
Cc1ccc(CNS(=O)(=O)c2ccc(CN3C(=O)c4cccnc4C3=O)cc2)o1	1	0.1	-0.1	1.5	0	1	-0.2	6	0.6
O=C(NCCc1c[nH]c2ccccc12)C(=O)NCC1OCCCN1S(=O)(=O)c1cc(F)ccc1F (stereo unspecified)	-2	x	-1.9	-3.2	-1	0	-0.3	-14	0.2
NC(=O)c1ccc(NCCCN2CCOCC2)c([N+](=O)[O-])c1	-1	x	2.1	-3.4	-1	-6	0.3	-2	-1.1
Cc1ccc(OCC(=O)Nc2ccc(-c3nc4ncccc4o3)cc2)c(C)c1	2	-1.8	0.5	-1.6	-1	1	0.2	21	0.5
Cn1c(SCc2c(F)cccc2Cl)nnc1-c1cccs1	x	3.6	-0.8	-12	x	0	x	4	-1.6
CC(C)c1nnc(NC(=O)c2cccc(-n3cnnn3)c2)s1	1	1.0	-2.0	-1.8	-1	-2	-0.1	12	1.0
O=C(Nc1ccccc1C(=O)N1CCOCC1)c1ccc(Br)cc1	-5	-0.8	-0.9	-1.2	-4	0	0.4	-6	-2.7
CCc1ccc(NC(=O)COC(=O)CCc2nc3cc(S(=O)(=O)N(CC)CC)ccc3n2C)cc1	-2	1.6	-1.1	-6.2	2	-5	1.2	7	0.9
Cc1noc(NS(=O)(=O)c2ccc(NC(=O)CSc3nc4c(cc3C#N)CCCC4)cc2)c1C	-5	-0.7	3.3	-1.6	3	-1	-0.3	5	-0.5
CCn1ccc2c(OCC(=O)NCCc3ccc(OC)c(OC)c3)cccc2c1=O	4	8.8	-0.2	-2.8	-3	2	-0.1	2	3.2
Cc1cccc(C(O)(C(=O)NNc2ccc3ccccc3n2)c2cccc(C)c2)c1	-3	x	0.2	-4.3	-1	3	-0.3	-3	21
Cc1cc(C)nc(N2N=C(C(F)(F)F)CC2=O)n1	u	x	0.9	-3.4	7	-7	u	0	1.8
COc1ccc2c(c1)c(N=O)c(O)n2C	-10	-2.3	1.6	-0.9	-4	2	0.6	9	-0.7
Nc1nc(N)c2cc(Sc3ccc4ccccc4c3)ccc2n1	x	4.1	0.5	-3.3	x	9	x	6	x
CCN(c1ccccc1)S(=O)(=O)c1cc(C(=O)OCC(=O)c2c(N)n(C)c(=O)n(C)c2=O)ccc1C	2	-0.7	x	-3.0	1	-2	0.8	4	1.0
CC(C)(C)C(Cn1ccnc1)NC(=O)c1ccc2nc(C3CC3)oc2c1 (stereo unspecified)	-6	-0.3	2.1	-2.0	-2	1	-1.6	-2	-0.6
COC(=O)C1CCCN1S(=O)(=O)c1ccccc1NC(=O)c1cc(OC)c(OC)c(OC)c1 (stereo unspecified)	0	-0.2	0.6	1.0	0	-1	0.9	1	-1.1
Cc1ccc(C2/C(=C(/O)c3ccc(Cl)cc3)C(=O)C(=O)N2CC2CCCO2)o1 (stereo unspecified)	2	0.3	3.7	-2.8	0	2	0.8	12	-0.2
CC(NC(=O)COC(=O)C12CC3CC(CC(Br)(C3)C1)C2)c1ccccc1 (stereo unspecified)	-10	-1.3	-2.2	-5.5	-1	1	-0.1	3	0.8
CCN(CC)S(=O)(=O)c1ccc(C(=O)NNC(=O)c2csc(N3CCOCC3)n2)cc1	-2	0.6	2.0	-3.1	-2	0	1.5	7	-1.1

Exported in markdown: part of the list above.
| canonical_smiles | BoNT F protease | BioA inh | Mtb UGM inh | FadD28 binding | Anthrax LF prot | FBA Mtb inh | BoNT-A LC inh2 | GDH-TPI inh | PfHsp40 rescue |
| --- | --- | --- | --- | --- | --- | --- | --- | --- | --- |
| Cc1noc(NS(=O)(=O)c2ccc(NC(=O)CSc3nc4c(cc3C#N)CCCC4)cc2)c1C | -5 | -0.7 | 3.3 | -1.6 | 3 | -1 | -0.3 | 5 | -0.5 |
| CC(NC(=O)COC(=O)C12CC3CC(CC(Br)(C3)C1)C2)c1ccccc1 (stereo unspecified) | -10 | -1.3 | -2.2 | -5.5 | -1 | 1 | -0.1 | 3 | 0.8 |
| CCc1ccc(NC(=O)COC(=O)CCc2nc3cc(S(=O)(=O)N(CC)CC)ccc3n2C)cc1 | -2 | 1.6 | -1.1 | -6.2 | 2 | -5 | 1.2 | 7 | 0.9 |

Other structures:
SMILES	BoNT F protease	BioA inh	Mtb UGM inh	FadD28 binding	Anthrax LF prot	FBA Mtb inh	BoNT-A LC inh2	GDH-TPI inh	PfHsp40 rescue
O=C(O)CCSCC(=O)c1ccc2c(c1)OCCO2	1	0.7	-1.1	-1.4	0	-4	-0.5	9	0.1
Cc1ccc(C(C)C)c(OCc2ccc(C(=O)N/N=C/c3cccc(O)c3O)cc2)c1	-16	x	1.7	-0.3	-1	-2	-0.7	13	0.1
Cc1ccc(S(=O)(=O)N2CCCCC2)cc1C(=O)N1CCCCCC1	-6	9.8	-2.1	-1.4	-11	0	-1.1	1	1.0
COc1cc2c(cc1OC)C(C(C)C)=NC(C)(C)C2	9	-1.1	0.8	-2.9	7	140*	0.4	12	-2.1
O=C(c1ccccc1)c1cccc(C(=O)c2ccccc2)c1	-6	-0.6	1.8	-3.3	3	-2	1.9	-6	-0.5
Cc1ccc(S(=O)(=O)N(C)C)cc1NC(=O)C(C)OC(=O)C1CCC1 (stereo unspecified)	-6	-3.0	-0.6	-0.4	-3	2	-0.1	1	-0.5
COc1ccc(N=Cc2cc(Cc3ccccc3Cl)cc([N+](=O)[O-])c2O)cc1OC	-8	x	1.8	0.4	-2	-4	-1.2	16	u
CN(C)c1cc[n+](CC(=O)Nc2cc(C(F)(F)F)ccc2Cl)cc1	-4	1.0	-2.4	-1.1	-1	2	-0.4	7	-0.4
c1ccc(CN2CCC(Nc3nc(-c4ccccc4)nc4ccccc34)CC2)cc1	10	x	3.2	-2.0	0	4	0.8	6	0.3
CCn1cnc2cc(NCc3ccc(Cl)cc3)ccc21	-2	-0.8	-1.2	0.2	-10	3	1.0	-2	0.3
CCCn1c(=O)c2sccc2n2c(CCCC(=O)NCC3CCCO3)nnc12 (stereo unspecified)	-2	-1.3	2.2	-0.2	-1	4	1.2	1	-0.4
Cc1ccc(N(CC(=O)Nc2ccccc2C(=O)NCc2ccco2)S(=O)(=O)c2ccccc2)cc1C	4	-0.5	1.6	-2.4	-4	3	-0.2	-4	-0.3
COC(=O)c1c(C)[nH]c(C(=O)CSc2ccc(Cl)cc2)c1C	-3	2.3	1.3	-2.1	-2	3	-0.1	13	4.8
Cc1ccc(/C=C2\SC(=S)N(CCC(=O)Nc3ccc(O)cc3)C2=O)cc1	5	-1.0	-0.2	-4.5	5	-1	-2.0	2	2.4
Cc1nnsc1C(=O)NNc1ccc(C(C)C)cc1	u	x	-1.7	-4.3	-21	-2	u	0	0.5
COc1ccc(S(=O)(=O)Nc2c(C(=O)O)[nH]c3ccccc23)cc1	2	-1.7	0.8	-2.3	1	3	0.2	0	-1.1
Cc1c(C(=O)NCc2ccc3c(c2)OCO3)sc(=O)n1Cc1cccc(F)c1	-5	5.7	x	-6.4	2	0	-0.3	4	x
C/C(=N/NS(=O)(=O)c1ccc(C)cc1)c1c[nH]c2ccccc12	-2	1.4	0.9	-2.2	-1	0	-1.3	-4	-0.5
CCC(C)C(NC(=O)c1ccccc1NC(=O)c1ccccc1)C(=O)O (stereo unspecified)	-7	-2.8	-0.7	-0.4	3	9	-0.4	12	-0.2
CCN(CC)Cc1c(C(=O)N/N=C/c2ccc(C)o2)nnn1-c1nonc1N	-4	0.9	2.9	-2.2	-6	-1	-2.5	27	-0.5
CCc1nnc(NC(=O)CSc2nc3[nH]c(=O)cc(O)c3s2)s1	1	-1.2	3.0	1.2	-2	1	0.1	7	1.3
CCCCOc1ccc(-c2[nH]ncc2C=O)cc1	0	x	-2.0	-4.2	0	-8	0.2	0	0.7
CCC(=O)N=c1sc2cc([N+](=O)[O-])ccc2n1CCOC	3	x	0.2	0.1	0	-5	-0.6	5	0.2
COc1ccc(-c2csc(NC(CO)c3nc4ccccc4n3CCCO)n2)cc1 (stereo unspecified)	1	1.2	2.8	0.3	-1	-1	-0.3	5	0.9
COc1ccc(N2CCN(C(=O)CCCn3c(=O)c4cccn4c4cccnc43)CC2)cc1	-6	0.2	4.9	-1.5	-3	-2	-2.0	2	-0.7
CCC(=O)Oc1ccc(C2N(C(=O)CC)CCN2S(=O)(=O)c2ccc(C)cc2)cc1OC (stereo unspecified)	0	-1.2	2.1	-1.5	1	0	-0.5	6	1.3
CCN(CC)C(=O)COn1c(SCC(=O)N(CC)CC)nc2ccccc2c1=O	1	0.0	-0.4	-2.3	-1	1	1.6	4	0.0
O=C(CN(Cc1ccccc1)C(=O)CCC(=O)Nc1nccs1)NCc1ccccc1	-20	x	0.7	x	-3	2	-1.4	-3	0.0
Cn1cc(Cl)c(C(=O)Nc2cccc(Cl)c2Cl)n1	-4	-1.5	1.5	-3.1	-3	-1	-0.8	0	0.8
CCC(CC)C(=O)NCc1ccc(OC)cc1	1	x	-0.7	-3.2	2	2	0.3	3	1.1
O=C(CN1C(=O)c2ccccc2S1(=O)=O)NCc1ccccn1	0	0.9	0.5	-0.7	-6	3	-1.5	-4	0.2
Cc1cc(C)nc(NC(=O)c2cc3ccccc3o2)n1	-3	-1.1	-0.4	-1.3	-2	1	-0.7	2	-0.4
Cn1c(=O)c2c(=O)cc(NNC(=O)CC#N)[nH]c2n(C)c1=O	1	0.0	-0.1	-3.4	-2	0	-0.3	5	0.1
C[C@@H]1CN([C@H](C)CO)C(=O)CCCn2nncc2CO[C@@H]1CN(C)C(=O)c1ccccc1	-2	0.5&-0.1	x	-0.3	-4	1	-0.6	-6	x
CC(=O)c1sc(NC(=O)c2cnc(Cl)c(Cl)c2)nc1C	-7	-1.5	-1.7	-1.9	1	2	-4.9	26	-1.5
Cc1ccc2oc(C(=O)N3CCN(Cc4ncccc4C)CC3)c(C)c2c1	-3	3.7	2.6	-1.8	0	-2	-1.9	5	-1.0

Random draw from the library; about 4.7% have a hit in one of these screens.
